# MITF primary: MITF inhibitors, primary screen, biochemical, AlphaScreen, human; Microphthalmia-associated transcription factor (Homo sapiens), O75030; AlphaScreen MITF homodimerization, bead proximity signal; inhibition, % at 2.6 µM; 650,000 compounds, 0.91% hits; AID 1259374, 2018; in the data active = inhibition above about 50%;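 also: 0% = vehicle wells with protein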
# Target sequence (O75030 whole entry, looked up): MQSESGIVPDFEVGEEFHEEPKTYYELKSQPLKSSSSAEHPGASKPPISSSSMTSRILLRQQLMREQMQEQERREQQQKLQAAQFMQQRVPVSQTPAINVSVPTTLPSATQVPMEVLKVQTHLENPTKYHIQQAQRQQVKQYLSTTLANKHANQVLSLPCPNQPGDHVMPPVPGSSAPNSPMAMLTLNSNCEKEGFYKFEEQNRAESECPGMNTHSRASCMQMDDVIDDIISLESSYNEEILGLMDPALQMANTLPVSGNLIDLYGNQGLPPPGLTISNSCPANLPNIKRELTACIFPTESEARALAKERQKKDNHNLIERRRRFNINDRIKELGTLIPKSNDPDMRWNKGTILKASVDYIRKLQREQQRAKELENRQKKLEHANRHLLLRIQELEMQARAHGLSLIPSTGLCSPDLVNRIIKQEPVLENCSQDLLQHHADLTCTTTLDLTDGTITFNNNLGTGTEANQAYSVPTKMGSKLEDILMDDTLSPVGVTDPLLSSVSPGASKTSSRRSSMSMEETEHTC
# TEAD-YAP block: TEAD-YAP interaction inhibition, primary screen, TEAD-YAP interaction inhibitor project, luminescence, HEK-TIYL cells; TEAD-Gal4/YAP UAS-luciferase luminescence; inhibition, % at 9.12 µM; 640,000 compounds, 1.4% hits; in the data active = inhibition above about 32%;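 also: 0% = median of test compound wells and 100% = reference inhibitor wells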
# GPR151 ag: activators of human GPR151, primary screen, cell-based, PathHunter beta-arrestin, luminescence | 650,000 compounds, 1% hits | PathHunter beta-arrestin GPR151 cells | G-protein coupled receptor 151 (Homo sapiens), Q8TDV0 | activation, % at 11.2 µM; in the data active = activation above about 4.9%;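 also: 0% = median of compound wells and 100% = cells with positive control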
# Target sequence (Q8TDV0 whole entry, looked up): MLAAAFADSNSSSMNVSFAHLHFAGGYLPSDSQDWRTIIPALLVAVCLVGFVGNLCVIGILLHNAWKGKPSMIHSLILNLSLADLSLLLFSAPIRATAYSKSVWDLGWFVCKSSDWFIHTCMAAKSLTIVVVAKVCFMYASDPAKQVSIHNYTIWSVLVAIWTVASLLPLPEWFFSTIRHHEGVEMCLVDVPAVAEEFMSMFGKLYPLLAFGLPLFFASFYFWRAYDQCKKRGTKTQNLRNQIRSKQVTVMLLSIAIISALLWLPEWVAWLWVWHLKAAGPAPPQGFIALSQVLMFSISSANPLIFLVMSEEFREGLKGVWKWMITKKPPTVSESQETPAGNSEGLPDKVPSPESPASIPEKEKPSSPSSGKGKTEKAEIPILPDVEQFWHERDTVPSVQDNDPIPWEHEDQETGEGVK
# FBW7 act: FBW7 E3 ligase activators, primary screen, biochemical, AlphaScreen, human; F-box/WD repeat-containing protein 7 (Homo sapiens), Q969H0; AlphaScreen FBW7–phospho-cyclin E peptide binding, activator screen; normalized activity (activation), % at 26.1 µM; 650,000 compounds, 0.13% hits; AID 1259310, 2017; in the data active = normalized activity above about 1.9%;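 also: purified mutant Fbw7 with reduced substrate affinity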
# * marks the source's active call; other numbers are inactive results.
smiles | MITF primary | TEAD-YAP block | GPR151 ag | FBW7 act
C/C(=N\NC(N)=S)c1cc(Cl)sc1Cl | 6 | 33* | 0.1 | 0.8
COc1ccc(N2C(=O)C3CCCN3C2c2ccc(N(C)C)cc2)cc1 (stereo unspecified) | 0 | -4 | -0.8 | -0.1
COc1nc(Nc2ccccc2)nc(-c2ccc(C(N)=O)cc2)n1 | 15 | 0 | 0.8 | 0.0
Cc1cc2nnc(SCC(=O)Nc3nccs3)n2c(N)n1 | -17 | 0 | -0.7 | -0.1
COc1ccc(S(=O)(=O)N(C)CC(=O)NCc2ccncc2)cc1C | 3 | 2 | -2.0 | 0.0
Cc1occc1C(=O)N1CCN(C(=O)C2CCCO2)CC1 (stereo unspecified) | 8 | 4 | 1.3 | -0.1
COC(=O)CN1C(=O)/C(=C\c2cccc(F)c2)Oc2ccccc21 | 1 | -3 | -0.3 | -0.2
CCCCc1nnc(NC(=O)COc2ccccc2OCC)s1 | -2 | -7 | 3.4 | -0.1
C=CCOc1ccc(/C=C2\C(=O)N(c3ccc(OC)cc3)C(C)=C2C(=O)OCC)cc1OC | 4 | -2 | 1.0 | 0.0
CCC1c2ccc(C)n2CCN1C(=O)NC12CC3CC(CC(C3)C1)C2 (stereo unspecified) | 4 | -2 | -0.4 | 0.1
N#Cc1c(-c2ccccc2)cc(-c2cccs2)nc1SCC(O)CS(=O)Cc1ccccc1 (stereo unspecified) | 5 | 5 | 1.1 | 0.0
N#Cc1cc(N2CCN(c3cc(C#N)c(C#N)cc3[N+](=O)[O-])CC2)c([N+](=O)[O-])cc1C#N | 11 | -3 | 0.2 | 0.0
O=C1c2c(Cl)c(Cl)c(Cl)c(Cl)c2C(=O)N1c1ccc2nc(-c3ccccc3)oc2c1 | 5 | -11 | 0.2 | -0.1
Cc1c(C(=O)OCC2CCCO2)[nH]c2c1C(=O)CC(c1ccco1)C2 (stereo unspecified) | 33 | 52* | -0.2 | -0.2
NC(=O)COc1ccc(Br)cc1 | 12 | 6 | -1.8 | 0.0
COc1ccc(-n2c(O)c(/C=C3\C=Nc4ccccc43)c(=O)[nH]c2=O)cc1 | 4 | 6 | 0.9 | -0.1
CC(C)N(C(=O)CSc1nc2scc(-c3ccccc3)c2c(=O)n1N)C(C)C | 8 | 0 | 0.9 | 0.1
CSc1ccccc1NC(=O)CN(c1ccc(Cl)cc1)S(C)(=O)=O | 12 | 3 | 2.5 | 0.7
CC(=O)c1cccc(-c2cccc(C(N)=O)n2)c1 | 12 | -3 | -2.7 | 0.0
CCCN(CCC)c1nc(N)ncc1[N+](=O)[O-] | 5 | 59* | -1.2 | 0.4
CC(C)C(NC(N)=O)C(=O)OCC(=O)Nc1sc2c(c1C(N)=O)CCCC2 (stereo unspecified) | 15 | -5 | -0.6 | 0.1
CCCOc1ccc(C2C(C(=O)OC(C)C)=C(C)NC3=C2C(=O)CC(c2ccc(OC)cc2)C3)cc1 (stereo unspecified) | -4 | -8 | -1.7 | 0.4
Cn1c([N+](=O)[O-])cnc1/C=C(\O)c1ccccc1 | -8 | -6 | -0.1 | -0.1
COc1ccc(CC2=NOC(CNC(=O)c3ocnc3C)C2)cc1 (stereo unspecified) | -4 | 1 | -1.3 | 0.0
CCS(=O)CCSc1nc(-c2ccccc2)cc(-c2ccccc2)c1C#N (stereo unspecified) | -4 | 8 | -0.1 | 0.0
CC1CCCN(S(=O)(=O)c2ccc(Br)cc2)C1 (stereo unspecified) | -3 | 14 | -0.8 | 0.1
CCn1c(CNC(=O)Cc2ccc(OC)cc2)nnc1SCC(=O)NC1CCCCC1 | 7 | -1 | -2.2 | 0.0
Cc1ccnc(NC(NC(=O)c2ccco2)(C(F)(F)F)C(F)(F)F)c1 | 9 | 7 | 0.9 | 0.0
Cc1cccc(-c2noc(CNC(=O)COc3cccc(C)c3C)n2)c1 | -8 | -2 | -0.3 | -0.1
CCOC(=O)c1ccc(CN(Cc2ccccc2C)S(=O)(=O)c2ccc(F)c(C(=O)Nc3ccc(Cl)cc3)c2)cc1 | -4 | -8 | 0.1 | 0.0
COc1ccc(Nc2nc(NCC3CCCO3)c3ncn(C(C)C)c3n2)cc1 (stereo unspecified) | 15 | 14 | -1.4 | 0.3
CC(=O)Nc1cccc(-c2cnc3c(Nc4ccc5[nH]ccc5c4)nccn23)c1 | 17 | -6 | -6.2 | 0.2
COc1cc2nc(NCCCOC(C)C)n3nc(-c4cccnc4)nc3c2cc1OC | 1 | 10 | 5.2* | 0.1
OCCN1CCN(c2ncnc3sc(-c4ccccc4)cc23)CC1 | -15 | -11 | 1.8 | 0.1
CC(C)Cc1ccc(-c2csc(=Nc3ccc(Cl)cc3)n2CCCO)cc1 | 0 | -3 | 0.0 | -0.2
Cc1cccc(-n2c(SCC(=O)NC(C)(C)C)nc(O)cc2=O)c1 | -8 | 1 | -0.3 | -0.2
Cc1cc(C)c(NC(=O)CN2C(=O)C(C)SC(C)C2=O)c(C)c1 (stereo unspecified) | 15 | 2 | 1.8 | 0.4
Cc1nc2cc(-c3cccc(F)c3)nn2c(C)c1CCC(=O)NCCCOC(C)C | -14 | 6 | 1.2 | -0.1
Cc1cnc(C)c(-c2cccc3c2OC(CNC(=O)c2cnn(-c4ccccc4)c2)C3)n1 (stereo unspecified) | 7 | 4 | -1.4 | -0.1
O=C(NCc1nnc2n1CCN(Cc1ccccc1F)CC2)c1ccccc1 | 2 | -4 | 2.6 | 0.2
Cc1ccc(C(=O)N[C@@H]2CCN(S(=O)(=O)c3cccc4c(C)cncc34)C2)cc1F | -2 | -1 | -1.6 | 0.0
CCCN=Cc1sc2ccc(OCC)cc2c1O | 6 | -14 | -1.0 | 0.1
O=S(=O)(c1cccc(S(=O)(=O)N2CCOCC2)c1)N1CCCCC1 | 2 | -9 | 0.6 | -0.2
Nc1cccc(-c2cc(C(=O)Nc3ccc(Oc4ccccc4)cc3)ccn2)c1 | -6 | -7 | -2.1 | -0.1
CC1CCN(C(=O)c2ccc([N+](=O)[O-])o2)CC1 | -7 | 16 | -0.4 | -0.2
Cc1c(C(=O)NCc2ccco2)sc2ncn(CC(=O)N3CCCCC3)c(=O)c12 | 9 | -3 | -1.0 | 0.0
CCOc1ccccc1N1CCN(Cc2ccc(OC)c(O)c2)CC1 | 14 | 1 | 1.7 | -0.1
Cc1ccc(NC(=O)c2ccc(N3C(=O)c4ccccc4C3=O)cc2)cc1 | -2 | 1 | 0.0 | 0.0
C/C(=C\c1ccccc1)CN1CCc2nnc(C(NC(=O)c3ccccn3)C(C)C)n2CC1 (stereo unspecified) | -15 | 4 | 0.5 | 0.2
Cc1ccccc1-c1ccc(N2CCCC(C(=O)NCCc3c[nH]c4ccccc34)C2)nn1 (stereo unspecified) | -4 | -11 | -0.2 | -0.1

# Compounds from the list above containing fluorine (six):
smiles | MITF primary | TEAD-YAP block | GPR151 ag | FBW7 act
COC(=O)CN1C(=O)/C(=C\c2cccc(F)c2)Oc2ccccc21 | 1 | -3 | -0.3 | -0.2
Cc1ccnc(NC(NC(=O)c2ccco2)(C(F)(F)F)C(F)(F)F)c1 | 9 | 7 | 0.9 | 0.0
CCOC(=O)c1ccc(CN(Cc2ccccc2C)S(=O)(=O)c2ccc(F)c(C(=O)Nc3ccc(Cl)cc3)c2)cc1 | -4 | -8 | 0.1 | 0.0
Cc1nc2cc(-c3cccc(F)c3)nn2c(C)c1CCC(=O)NCCCOC(C)C | -14 | 6 | 1.2 | -0.1
O=C(NCc1nnc2n1CCN(Cc1ccccc1F)CC2)c1ccccc1 | 2 | -4 | 2.6 | 0.2
Cc1ccc(C(=O)N[C@@H]2CCN(S(=O)(=O)c3cccc4c(C)cncc34)C2)cc1F | -2 | -1 | -1.6 | 0.0

# Further compounds
Molecule	MITF primary	TEAD-YAP block	GPR151 ag	FBW7 act
CC(C)n1c(=O)[nH]c2c(C(N)=O)nc(-c3ccsc3)nc21	5	18	0.1	-0.3
COc1ccc(OC)c(NC(=O)c2ccccc2NS(=O)(=O)c2ccc(C)cc2)c1	-2	3	-1.7	0.1
Cc1ccccc1C(=O)c1cccn1CC(=O)N1CCCCC1	0	-6	0.6	-0.1
COc1cccc(C(=O)N2CC[C@@H]3[C@H](CCCN3C(=O)CSc3ccccc3)C2)c1	-1	12	1.1	0.1
O=C(Cc1ccc(F)cc1)Nc1ccc([N+](=O)[O-])cc1Cl	13	12	-0.4	0.0
COc1ccc(CNC(=O)C(=O)Nc2ccccc2Br)cc1	16	-5	-0.7	0.0
CCOc1cc(C)nc(N2CCC(C(=O)NCC3CCCO3)CC2)n1 (stereo unspecified)	11	-3	0.2	0.7
O=c1nc(SCc2cccc3ccccc23)c2c(n1Cc1cccs1)CCC2	13	-3	0.0	-0.1
CC(C)N1CCC2(CC1)N=C(c1ccc(Cl)cc1)CC(c1ccccc1O)N2 (stereo unspecified)	8	-42	4.2	0.1
CCOCCCNC(=O)c1ccc2c(c1)N(Cc1ccccc1C)C(=O)CS2	0	12	-0.9	-0.1
NC(=O)c1ccc2cnc(Nc3ccc(-n4cnc(N5CCOCC5)n4)cc3)nc2c1	20	18	0.5	0.2
CCn1c(SCC(=O)NC(C)(C)C)nc2cccnc21	-3	-7	-0.1	-0.1
COc1ccccc1N1CCN(C2CCN(Cc3cccc([N+](=O)[O-])c3)CC2)CC1	15	7	-0.7	-0.2
Cc1oc2ccc(O)c(CN(C)C)c2c1C(=O)c1ccc(Br)cc1	-4	15	1.3	-0.2
O=C(CSc1nnc2ccc(-c3cccnc3)nn12)Nc1ccc2c(c1)OCO2	-1	1	0.4	0.2
COc1cccc(-n2c(C)cn3c4c(=O)n(Cc5ccccc5C)c(=O)n(C)c4nc23)c1	-22	3	-2.3	-0.1
O=C(Nc1c2c(nn1-c1ccc(F)cc1)CSC2)c1cc(Cl)ccc1[N+](=O)[O-]	-7	-3	0.4	-0.1
CCOC(=O)C1=C(C)NC(=O)NC1c1cn(-c2ccccc2)nc1-c1ccc(Br)cc1 (stereo unspecified)	-5	9	1.1	-0.1
COc1ccc(C)cc1S(=O)(=O)NCCc1ccccc1	-3	3	0.3	0.2
Nc1ccc([N+](=O)[O-])cc1NC(=O)CSc1ccc2ccccc2c1	10	1	0.0	-0.1
Cc1ccccc1OCCNc1cc(N2CCCCC2)ccc1[N+](=O)[O-]	21	0	-0.7	0.1
O=C(CCC(=O)NC1CCCCCC1)Nc1nc(-c2cc3cc(Cl)ccc3oc2=O)cs1	9	0	1.5	0.9
CCOc1ccc(N=NC2C(=O)N(C(N)=S)N=C2C)cc1 (stereo unspecified)	15	-38	-6.1	0.5
Cc1cc2c(cc1S(=O)(=O)NC1CCC(C)CC1)OCC(=O)N2 (stereo unspecified)	-6	-12	0.7	0.0
COc1ccc(OC)c(NC(=O)N2CC(C)Oc3ccc(C)cc32)c1 (stereo unspecified)	12	3	3.4	0.0
COc1cccc(NC(=O)CCC2CCN(C(=O)c3ccc(C(C)=O)s3)CC2)c1	-14	-1	-1.0	-0.2
O=C(Cn1nc(-c2ccco2)n(-c2ccncc2)c1=O)NC1CCCC1	17	4	-1.2	-0.1
O=C(Nc1ccc2c(c1)OCO2)c1ccnc(N2CCCC2CO)c1 (stereo unspecified)	5	-15	1.1	0.0
COc1cc([N+](=O)[O-])ccc1NC(=O)/C=C/c1c(F)cccc1Cl	16	13	0.2	0.1
COc1ccccc1C(NC(=O)C1CCN(C(=O)N2CCOCC2)CC1)c1ccccn1 (stereo unspecified)	5	7	0.5	0.4
c1ccc(Nc2nc(CSc3ncn[nH]3)cs2)cc1	0	-32	1.1	0.0
CC1(C)CC(=O)C2=C(C1)Nc1[nH]c(=O)[nH]c(=O)c1C2c1cccnc1 (stereo unspecified)	16	10	0.4	0.6
O=C(Nc1ccc2c(c1)OCCO2)C(Cc1ccccc1)N1Cc2ccccc2C1=O (stereo unspecified)	10	-5	0.4	-0.1
Cc1ccccc1-c1ccc(N2CCCC(C(=O)Nc3ccc(Cl)cc3Cl)C2)nn1 (stereo unspecified)	0	-6	-0.4	0.0
Cc1ccc(-c2c3c(nc4sc(C(=O)c5cccc(Br)c5)c(N)c24)CCCC3)o1	1	-4	-1.1	0.1
CCOC(=O)c1[nH]c(=O)[nH]c1CSc1nc(C)cc(-c2ccccc2)n1	9	-5	-0.1	0.5
Cc1cccc(-c2nc3cc(NC(=O)c4ccco4)ccc3o2)c1	-6	-47	0.6	1.3
O=C(Nc1sc2c(c1C(=O)Nc1ccccc1)CCC2)c1ccccc1	7	-11	0.1	0.0
CCOC(=O)c1cnn(-c2ccccc2)c1NC(=O)c1cccc([N+](=O)[O-])c1	-3	-10	0.8	0.1
CCC(C)NC(=O)CCC(=O)n1ncc2cc(Cl)ccc21 (stereo unspecified)	11	3	1.5	0.1
CCOc1cccc2c1OC(c1ccc(SC)cc1)N1N=C(c3cccs3)CC21 (stereo unspecified)	1	-54	0.2	-0.2
Cn1c(SCC(=O)NC2CCCCCC2)nnc1-c1ccco1	3	-3	-2.1	0.1
CCCCNC(=O)C(=O)Nc1ccccc1OCC	3	0	-0.1	2.3*
O=C(NCCc1ccc(O)cc1)c1cncc(-c2ccccc2)c1	10	-5	-0.7	0.0
